# Wee1 stabilizer: Wee1 degradation inhibitors, primary screen, cell-based, HeLa, Wee1K328M-luciferase, luminescence. Wee1-like protein kinase (Homo sapiens), P30291. HeLa Luc-Wee1K328M stability; 100% = proteasome inhibitor MG132 effect. 220,000 compounds, 1.2% hits. reporter increase, % at 5 µM;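 active = activation above the mean of all tested compounds plus 3 SD, set per screening run, cut at about 8.8% in these data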;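 note: cells exposed to compound for 20 h before luminescence read; 0% = DMSO alone and 100% = MG132 at 30 µM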
# Target sequence (P30291 whole entry K328M): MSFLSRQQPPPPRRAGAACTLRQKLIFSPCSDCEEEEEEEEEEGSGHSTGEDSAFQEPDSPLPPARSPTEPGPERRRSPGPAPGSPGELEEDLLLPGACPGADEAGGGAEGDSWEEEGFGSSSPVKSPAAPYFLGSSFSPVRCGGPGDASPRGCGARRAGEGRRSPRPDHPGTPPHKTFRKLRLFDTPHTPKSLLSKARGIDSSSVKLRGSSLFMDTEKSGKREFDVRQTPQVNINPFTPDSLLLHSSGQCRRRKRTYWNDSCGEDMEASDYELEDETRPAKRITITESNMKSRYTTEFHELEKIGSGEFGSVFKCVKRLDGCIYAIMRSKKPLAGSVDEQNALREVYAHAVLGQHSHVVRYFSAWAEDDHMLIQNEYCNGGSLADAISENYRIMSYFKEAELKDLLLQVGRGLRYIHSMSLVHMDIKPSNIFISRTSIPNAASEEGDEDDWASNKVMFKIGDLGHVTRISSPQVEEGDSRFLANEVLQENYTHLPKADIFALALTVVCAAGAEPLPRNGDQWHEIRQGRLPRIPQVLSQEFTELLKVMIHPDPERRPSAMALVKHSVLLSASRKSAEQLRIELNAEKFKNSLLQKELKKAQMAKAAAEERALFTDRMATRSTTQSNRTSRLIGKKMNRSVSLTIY
# FXIa inh: human FXIa protease inhibitors, primary screen, biochemical, 1536-well. Coagulation factor XI (Homo sapiens), P03951. purified FXIa, Boc-Glu-Ala-Arg-AMC fluorogenic substrate. inhibition, % at 5 µM. 220,000 compounds, 0.14% hits;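 active = inhibition of at least 40%; inactive = inhibition below 40%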;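 note: fluorescence of freed AMC excited at 355 nm; 0% = enzyme without compound and 100% = no enzyme blank; many of its hits are not listed in these tables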
# PPC-1+TRAIL kill: compounds killing PPC-1 cancer cells with TRAIL present, primary screen, TRAIL potentiator project, ATPLite luminescence, uHTS | PPC-1 cells + TRAIL, ATPLite viability luminescence | cell killing (% activity), % at 4 µM | 220,000 compounds, 0.41% hits;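 active = cell killing above 50% in the first pass at 4 µM, then a duplicate retest at 5 µM averaging 50% or more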;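 note: plate controls were cells with TRAIL plus DMSO for no effect and medium-only wells lacking cells for full effect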
# TNF death inh: inhibitors of TNF-alpha triggered necroptosis, primary screen, cell-based, Jurkat FADD-/-, single concentration. AID 463075, 2010. 220,000 compounds, 0.068% hits. activation (protection from cell death), % at 10 µM. Jurkat FADD-/- TNF necroptosis rescue, ATP luminescence, 24 h; 0 = TNF only, 100 = no-TNF cells;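 active = activation, meaning protection from cell death, of at least 50% relative to plate controls; inactive = activation below 50%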;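 note: necroptosis triggered by 40 ng/mL TNF-alpha added together with compound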
# EP2 antag: human EP2 receptor antagonists, primary screen, TR-FRET cAMP, C6 glioma cells; inhibition, % at 25 µM; C6 glioma cells expressing human EP2; cells stimulated with saturating PGE2; Prostaglandin E2 receptor EP2 subtype (Homo sapiens), P43116; 260,000 compounds, 0.52% hits;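 active = percent inhibition above 40 after rounding to a whole number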;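 note: rat C6 glioma host cells with rolipram phosphodiesterase inhibitor present; the protocol text gives 20 µM as final concentration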
# FXIIa inh 1536: human FXIIa protease inhibitors, primary screen, biochemical, 1536-well. Coagulation factor XII (Homo sapiens), P00748. purified FXIIa, Boc-QGR-AMC fluorogenic substrate, 2 h. inhibition, % at 5 µM. 220,000 compounds, 0.3% hits. AID 800, 2007; in the data active = inhibition above about 40%;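 note: 0% = enzyme with no compound and 100% = blank without enzyme; many of its hits are not listed in these tables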
# zVAD death inh: inhibitors of zVAD-triggered necroptosis, primary screen, L929 cells. 220,000 compounds, 0.38% hits. AID 1377, 2008. viability rescue, % at 10 µM. L929 zVAD necroptosis rescue, ATP luminescence, 24 h; with zVAD 60 µM;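 active = activation, scaled between plate controls, above about 75%, limit read from the data; inactive = activation under that limit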;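 note: 0% = zVAD with DMSO and 100% = DMSO alone without zVAD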
# CHOP inhibitor: inhibitors of CHOP promoter induction, primary screen, cell-based, unfolded protein response, luciferase reporter; inhibition, % at 10 µM; CHO-K1 CHOP-promoter luciferase, tunicamycin-induced, 15-18 h; AID 2732, 2010; 220,000 compounds, 3.8% hits;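 active = compounds that reduced the stress-induced luciferase reporter signal by more than about 70% of percent inhibition, limit read from the data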;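 note: 0% = tunicamycin plus vehicle and 100% = wells without tunicamycin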
# TbHK1 inh: Trypanosoma brucei hexokinase 1 inhibitors, primary screen, biochemical, G6PDH-coupled NADH absorbance, MLSCN library. AID 1430, 2008. recombinant TbHK1, G6PDH-coupled NADH A340. inhibition, % at 10 µM. hexokinase 1 [Trypanosoma brucei]. 220,000 compounds, 0.11% hits;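 active = inhibition of 50% or more in the single-dose primary screen; inactive = inhibition below 50%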
# An asterisk follows results filed as active; · = no result given; & = joins results of further samples. A portion of the library; the hit share may differ from the screen's.
SMILES,Wee1 stabilizer,FXIa inh,PPC-1+TRAIL kill,TNF death inh,EP2 antag,FXIIa inh 1536,zVAD death inh,CHOP inhibitor,TbHK1 inh
COc1ccc(S(=O)(=O)N2CCOCC2)cc1NC(=O)CN(C)Cc1c(F)cccc1Cl,1,0,14,-3.5,5,4,0.2,13,-7
Cn1nc(CSc2ccccc2)c(C=O)c1Cl,2,3,6,-0.3,5,2,0.6,-32,-4
CC12CN3CC(C)(CN(C1)C3c1ccc([N+](=O)[O-])o1)C2 (stereo not given),0,1,-3,3.8,2,8,0.7,6,-34
O=C(CC12CC3CC(CC(C3)C1)C2)NCC(c1ccc(F)cc1)N1CCOCC1 (stereo not given),-3,-4,-2,0.8,2,-5,1.9,-2,-8
CCN(CC)CCCNC(=O)CSc1nc(C)cc(C)n1,-2,1,-14,0.4,7,2,-1.0,-7,-2
COC(=O)c1c(NC(=O)COC(=O)Cn2cnc3ccccc32)sc2c1CCCC2,3,7,6,0.6,11,14,1.1,47,-3
Cn1ncc2c(NNC(=O)C3CCCCC3)ncnc21,2,0,21,2.4,8,7,0.1,16,-3
Brc1cc2c(cc1C1Nc3ccccc3C3C=CCC31)OCO2 (stereo not given),-1,3,-13,-0.3,5&5,10,0.6,51,16
CC12CC3CC(C)(C1)CC(C(=O)NC(=S)N1CCCCC1)(C3)C2,-1,-1,9,-3.6,5,8,0.7,32,6
Fc1ccccc1N1CCN(Cc2nc(-c3ccc(Cl)cc3Cl)no2)CC1,-1,22,12,0.0,6,33,-0.7,-3,6
CC(C)(C)NC(=O)c1nc2nc(-c3ccccc3)cc(C(F)(F)F)n2n1,0,4,-9,1.9,4,3,0.6,13,-25
O=C(CNc1ccc2ccccc2c1)NNC1=NCCC1,-3,14,-1,0.2,2,19,·,36,2
O=C(O)CCCCCNCc1ccncc1,2,2,12,-0.2,2,0,0.6,-20,2
CN1CCCN(S(=O)(=O)c2cccc(Cl)c2Cl)CC1,2,-1,20,2.0,3,6,-0.1,13,-1
Cc1cnc(C)c(N(C)NC(=S)Nc2ccccc2)n1,0,3,2,1.0,12,10,0.3,-16,-1
C=CCn1c(CSc2nc3ccccc3s2)n[nH]c1=S,1,0,-11,-0.7,5,11,2.5,7,-1
C=CCN(CC=C)CCOc1ccccc1[N+](=O)[O-],-2,6,4,0.5,1,9,1.1,10,-7
COc1cc(OC)c(NC(=O)Nc2ccc(OC)c(OC)c2)cc1Cl,1,1,18,0.6,6,-2,-0.8,5,6
CCN=C1S/C(=C\c2ccc(-c3cccc(C(=O)O)c3)o2)C(=O)N1CC,7,2,21,-1.1,1,5,12,24,-10
CCC(C)NS(=O)(=O)c1ccc(OCC(=O)NCc2ccc(OC)cc2)cc1 (stereo not given),1,-6,8,3.1,6,-2,0.8,12,-5
CN(C)CCCN1C(=O)C(=O)/C(=C(/O)c2ccncc2)C1c1cccnc1 (stereo not given),-2,3,4,-2.1,9,18,0.1,-15,-20
CC1(C)CC(C)(O)N(Cc2ccccc2)C(=S)N1 (stereo not given),-1,-2,4,1.4,7,8,0.6,-11,-4
CN(c1ccccc1)S(=O)(=O)c1ccc(NC(=S)Nc2ccccc2)cc1,1,-26,-2,0.8,10,5,2.0,47,7
O=C(NCCc1ccccc1)C(=O)NCC1OCCN1S(=O)(=O)c1ccc(Cl)cc1 (stereo not given),-1,-5,5,2.9,4,-3,-0.6,4,-4
C/C(=N\NC(=O)C(N)=O)c1ccc(OC(F)F)cc1,-1,9,0,0.0,5,6,-0.4,10,-2

# 5 entries already listed, arranged by SMILES length, ascending.
SMILES,Wee1 stabilizer,FXIa inh,PPC-1+TRAIL kill,TNF death inh,EP2 antag,FXIIa inh 1536,zVAD death inh,CHOP inhibitor,TbHK1 inh
O=C(CNc1ccc2ccccc2c1)NNC1=NCCC1,-3,14,-1,0.2,2,19,·,36,2
C/C(=N\NC(=O)C(N)=O)c1ccc(OC(F)F)cc1,-1,9,0,0.0,5,6,-0.4,10,-2
Fc1ccccc1N1CCN(Cc2nc(-c3ccc(Cl)cc3Cl)no2)CC1,-1,22,12,0.0,6,33,-0.7,-3,6
CC12CC3CC(C)(C1)CC(C(=O)NC(=S)N1CCCCC1)(C3)C2,-1,-1,9,-3.6,5,8,0.7,32,6
CCC(C)NS(=O)(=O)c1ccc(OCC(=O)NCc2ccc(OC)cc2)cc1 (stereo not given),1,-6,8,3.1,6,-2,0.8,12,-5

# 4 of the compounds above, with each value named:
Fc1ccccc1N1CCN(Cc2nc(-c3ccc(Cl)cc3Cl)no2)CC1
  Wee1 stabilizer = -1
  FXIa inh = 22
  PPC-1+TRAIL kill = 12
  TNF death inh = 0.0
  EP2 antag = 6
  FXIIa inh 1536 = 33
  zVAD death inh = -0.7
  CHOP inhibitor = -3
  TbHK1 inh = 6

CC(C)(C)NC(=O)c1nc2nc(-c3ccccc3)cc(C(F)(F)F)n2n1
  Wee1 stabilizer = 0
  FXIa inh = 4
  PPC-1+TRAIL kill = -9
  TNF death inh = 1.9
  EP2 antag = 4
  FXIIa inh 1536 = 3
  zVAD death inh = 0.6
  CHOP inhibitor = 13
  TbHK1 inh = -25

O=C(CNc1ccc2ccccc2c1)NNC1=NCCC1
  Wee1 stabilizer = -3
  FXIa inh = 14
  PPC-1+TRAIL kill = -1
  TNF death inh = 0.2
  EP2 antag = 2
  FXIIa inh 1536 = 19
  zVAD death inh = ·
  CHOP inhibitor = 36
  TbHK1 inh = 2

O=C(O)CCCCCNCc1ccncc1
  Wee1 stabilizer = 2
  FXIa inh = 2
  PPC-1+TRAIL kill = 12
  TNF death inh = -0.2
  EP2 antag = 2
  FXIIa inh 1536 = 0
  zVAD death inh = 0.6
  CHOP inhibitor = -20
  TbHK1 inh = 2

# Continuation:
SMILES,Wee1 stabilizer,FXIa inh,PPC-1+TRAIL kill,TNF death inh,EP2 antag,FXIIa inh 1536,zVAD death inh,CHOP inhibitor,TbHK1 inh
COc1ccc(C(=O)N/N=C/c2ccc(N3CCOCC3)o2)cc1OC,-1,1,4,1.0,7,5,1.1,-8,-22
CC1(C)C2CCC1(C)C(NC1=NCCC1)C2 (stereo not given),1,-1,17,0.9,14,16,-0.2,54,10
Cc1cc(C)c2c(c1)/C(=N/NC(=O)c1ccc(O)cc1)CCC2,1,-2,9,-2.7,5,6,1.4,55,-9
O=C(C1CCN(CCCc2ccccc2)CC1)N(CCc1ccccc1)Cc1ccccc1,-3,4,21,-3.2,6,6,-0.5,30,4
O=C(NCCN1CCCCC1)c1ccco1,-2,0,16,-1.4,15,5,0.0,-11,18
Cc1ccc(/C=N/NC(=O)C[n+]2ccccc2)s1,-1,-10,14,1.2,5,5,0.2,-3,-57
CCOC(=O)N1CCN(C(=O)C(=O)N/N=C/c2ccc(OC)cc2OC)CC1,0,-1,-3,0.3,9,13,-0.8,1,-41
COC(=O)Cc1c(C)c2c(O)cc(C)cc2oc1=O,0,-9,20,0.5,17,-1,-0.2,3,-6
CCOC(=O)/C(=C\c1ccccc1)C(=O)c1cc(C(C)=O)c(Nc2ccccc2)s1,-1,-17,-20,-7.3,10,12,-1.0,·,-20
O=C(NNC(=O)c1ccc(Cl)cc1Cl)c1cccs1,1,2,35,0.1,3,7,1.5,-22,0
CCOC(=O)NC1(Nc2ccc(Cl)cn2)Oc2ccccc2O1,-2,6,-4,-13,10,16,4.0,·,-5
O=C(CSc1nnnn1-c1ccc(O)cc1)c1cc2ccccc2o1,1,-2,2,3.7,4,0,1.1,28,-13
C#CCN1C(=O)C(O)(CC(=O)c2cc(OC)ccc2OC)c2ccccc21 (stereo not given),0,1,22,-1.0,7,17,-1.2,13,0
O=C(Cn1cnc2c(cnn2-c2ccc(F)cc2)c1=O)NCC1CCCO1 (stereo not given),0,-4,-1,1.0,12,4,1.7,0,-1
Cc1ccc(CNC(=O)/C=C/c2c(Cl)cccc2Cl)cc1,2,-6,47,1.0,5,4,0.8,44,15
COc1ccc(CNc2nc(-c3ccccc3)nn2C(=O)c2cccs2)cc1,2,-2,0,0.7,7,4,0.5,6,-10
CCNS(=O)(=O)c1ccc(S(=O)(=O)N(Cc2ccccn2)C2CCCCC2)cc1,3,-3,-5,-1.6,11&11,14,-1.1,17,-1
COc1ccc(S(=O)(=O)Cc2ccc(C(=O)N3CCN(c4cccc(C)c4C)CC3)o2)cc1,1,5,4,-9.8,15,15,2.0,71*,-6
Cc1cc(OCC(=O)Nc2cccc(S(=O)(=O)NC3=NCCCCC3)c2)ccc1Cl,0,6,18,-0.6,9,7,0.6,34,-1
CCc1nccn1S(=O)(=O)c1ccc(OC)c(OC)c1,·,-2,2,0.2,12,6,3.3,-5,-7
CCC(C)NC(=O)CCS(=O)(=O)c1ccc2c(c1)n(C)c(=O)c(=O)n2C (stereo not given),-3,5,39,0.3,14,14,1.5,22,-10
COc1ccc(NC(=S)N/C(=N/CS(=O)(=O)c2ccccc2)c2ccccc2)cc1,2,6,-14,-1.1,4,10,1.0,-26,-2
O=C(NCCCN1CCOCC1)C(Sc1ccccc1)c1ccccc1 (stereo not given),-2,-1,7,-1.9,13,16,-0.3,13,-9
CN(C)c1nc(SCCOC(=O)c2ccccc2)nc(N(C)C)n1,-4,5,4,-2.3,1,11,0.0,18,-4
CCN(Cc1ccccc1)C(c1cc2cc(C)ccc2[nH]c1=O)c1nnnn1CCOC (stereo not given),6,1,-15,-3.2,12&11,16,-0.2,58,-8

# Screens deposited in PubChem by several laboratories.
